Myeloid diff MLP: promotes myeloid progenitor differentiation; ER-HoxA9 myeloid progenitors, lysozyme-GFP differentiation, flow cytometry; calls only at 10 µM; 1% of 360,000 active; AID 624256;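 active = normalized GFP-positive differentiation at or above the plate's own cutoff, the solvent-only control mean plus 3 SD; inconclusive = no clear call, values can overlap the other calls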;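 note: cells exposed to compound for four days before flow analysis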
MT stabilize HCS: microtubule stabilizers in HeLa cells. HeLa tubulin immunostaining HCS, 24 h; share of cells brighter than vehicle mean+2SD. 0.83% of 200,000 active. AID 2205. % tubulin-high responders, % at 10 µM;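 active = plate Z-score above 3 for both tubulin-high and condensed-nucleus cell shares, with cell loss under 80%, at 10 µM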;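 note: anti alpha tubulin signal scored within the nucleus-defined area of each cell; some results filed as inactive read as strong as hits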
T cell HTS: modulates CD8 T cell binding to vesicles | 2C CD8+ T cell-vesicle binding, flow cytometry; active compounds read low | calls only at 7 µM | 0.068% of 330,000 active;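 active = response, share of CD8 T cells binding vesicles, and their 90th percentile fluorescence all below set limits, cut at about 80% in these data, passing the limit was not always enough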
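System: murine 2C transgenic CD8+ T lymphocytes; also added: QL9-loaded Drosophila micro-vesicles; times: binding 1.5 h at 37 °C; measured by: flow cytometry, PE anti-B7-1 (FL2) versus Alexa647 anti-CD8 (FL8), PFA-fixed; control set: Peptide-free naked vesicles (low) and QL9 vesicles with 0.7% DMSO vehicle (high)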
b-catenin transl: alters nuclear translocation of beta-catenin in HeLa cells; immunofluorescence imaging; nuclear translocation activity, % at 5 µM; 0.3% of 190,000 active; AID 1665;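 active = nuclear translocation activity above 50% at 5 µM, with a well cell count of 50 or more; inconclusive = wells under 50 cells across six images, flagged as toxic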;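 note: per-cell ratio of nuclear to cytoplasmic median beta-catenin stain intensity; plate controls were DMSO negative control for no effect and GSK-3 inhibitor IX positive control for full effect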
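Test system: human HeLa cells, native beta-catenin. Compound dosing: 5 µM primary single dose, 0.1% DMSO, 0.02–20 µM confirmation series. Incubation: compound exposure 24 h at 37°C. Detection: beta-catenin immunostaining with DAPI counterstain, 20x imaging, 6 fields/well. Read-out basis: Nuclear/cytoplasmic beta-catenin signal ratio, % activation.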
Hep lipid drop: hepatic lipid droplet formation modulation; AML12 mouse hepatocytes, oleate lipid droplets, BODIPY imaging; inhibition, % at 6.5 µM; 0.4% of 240,000 active;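 active = lipid droplet intensity inhibited by at least 50%, with more than 500 cells counted; inconclusive = wells with under 300 cells, treated as cytotoxic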
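Material – mouse AML12 hepatocyte cell line, fixed after treatment · Compound dosing – one dose, 6.5 µM compound · Times – compound with oleate, overnight · Measured by – Image-based BODIPY and DAPI two-channel analysis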
West Nile antiviral: West Nile virus antiviral activity, cell-based, CPE readout (AID 1621); West Nile virus-infected cells, CPE inhibition; higher % means a stronger effect; CPE inhibition, % at 10 µM; hits with a dose series show IC50 in µM; 0.02% of 290,000 active; in the data active = a potency from the dose series; inconclusive = CPE inhibition mostly from about 3.7% at the one dose, without a potency; inactive = the rest, 99 in 100 with CPE inhibition below about 2.2%; note: strong numbers were not always called active
WT yeast gro inh: growth inhibition of WT yeast, mitochondrial fusion screen. mitochondrial fusion phenotypic screen, WT strain. 2.1% of 190,000 active. inhibition, % at 10 µM; in the data active = inhibition above about 58%; tested in S. cerevisiae
Autophagy HCS: alters autophagy in cells; 0.98% of 190,000 active; calls only at 10 µM (by protocol); MEF GFP-LC3 puncta imaging; test concentration mostly 10 µM;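 active = percentage of spot-positive cells more than 3 SD above its plate mean, without a fluorescence outlier flag or 80% toxicity; inconclusive = no clear call, values can overlap the other calls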;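 note: spot-positive cell cutoff set from DMSO-treated cells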
Insulin prom up: MIN6 insulin promoter up-regulation | z-score at 5 µM | 0.3% of 190,000 active | MIN6 insulin promoter-GFP reporter, high-content imaging; active compounds read high | AID 1625;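 active = z-score above 3 at 5 µM with at least 500 cells counted in the well; inconclusive = wells under 500 cells, flagged as cytotoxic or low count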
WT yeast gro inh mutant strain: also measured in WT yeast gro inh; calls as there; inhibition, %; mitochondrial fusion phenotypic screen, mutant strain inhibition
Insulin prom up cell count: further read-out of Insulin prom up, marked with its call; cell count; measured here: cytotoxicity, nuclei count;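 total cells summed across four imaged fields per well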
Hep lipid drop cells 6.5 µM: also measured in Hep lipid drop; calls as there; cell count; measured here: cell count, cytotoxicity flag;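 cells counted across two imaged fields per well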
b-catenin transl cell count 5 µM: recorded beside b-catenin transl, whose call it bears; cell count; measured here: cell count, cytotoxicity flag
T cell HTS vesicle-bound %: recorded beside T cell HTS, whose call it bears; double positive events, %; measured here: CD8+ vesicle-bound cell fraction;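 binding gate set so that unloaded-vesicle control wells show 10% double positive cells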
MT stabilize HCS Hoechst-high %: recorded beside MT stabilize HCS, whose call it bears; % Hoechst-high responders; measured here: nuclear condensation Hoechst responders;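 share of cells brighter than vehicle mean plus two SD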
MT stabilize HCS cytotoxicity %: second read-out of MT stabilize HCS, no call of its own (marks repeat the call); toxicity, %; measured here: cytotoxicity by cell density;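 0% = mean cell density of plate MIN control wells and 100% = no cells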
Autophagy HCS cell loss 18 h: also measured in Autophagy HCS; calls as there; toxicity, %; measured here: cell loss, nuclei count;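 cell loss after 18 h compound exposure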
Myeloid diff MLP GFP+ MAC1+ %: second read-out of Myeloid diff MLP, no call of its own (marks repeat the call); GFP+ MAC1+ double positive, %; measured here: differentiation confirmed by MAC1 staining
Starred values were filed as active, the others as inactive.

For O=C(Cc1ccccc1)N1CCN(S(=O)(=O)c2cccc([N+](=O)[O-])c2)CC1 the results were Myeloid diff MLP inactive, MT stabilize HCS 2.1, T cell HTS inactive, b-catenin transl -0.2, Hep lipid drop 7, West Nile antiviral 1.0%, WT yeast gro inh -4, Autophagy HCS inactive, WT yeast gro inh mutant strain 3, Hep lipid drop cells 6.5 µM 757, b-catenin transl cell count 5 µM 942, T cell HTS vesicle-bound % 43, MT stabilize HCS Hoechst-high % 2.5, MT stabilize HCS cytotoxicity % 7.6, Autophagy HCS cell loss 18 h -25 and Myeloid diff MLP GFP+ MAC1+ % 0.0.
For CCOc1ccc2c(c1)C(=O)C(=O)N2CC1COc2ccccc2O1 (stereo unspecified) the results were Myeloid diff MLP inconclusive, T cell HTS inactive, Hep lipid drop -28, West Nile antiviral 0.3%, Hep lipid drop cells 6.5 µM 798 and T cell HTS vesicle-bound % 26.
Screening CCOC(=O)c1ccc(CS(=O)c2ccc(Cl)cc2)o1 (stereo unspecified) returned Myeloid diff MLP inactive, MT stabilize HCS 2.6, T cell HTS inactive, b-catenin transl -4.3, Hep lipid drop 11, West Nile antiviral -0.2%, WT yeast gro inh -3, Autophagy HCS inactive, WT yeast gro inh mutant strain -4, Hep lipid drop cells 6.5 µM 682, b-catenin transl cell count 5 µM 1226, T cell HTS vesicle-bound % 27, MT stabilize HCS Hoechst-high % 1.6, MT stabilize HCS cytotoxicity % 7.5, Autophagy HCS cell loss 18 h 12 and Myeloid diff MLP GFP+ MAC1+ % 0.3.
`CCc1c(C)c2cc(Cl)c(O)c(CN(C)C)c2oc1=O` gave Myeloid diff MLP inactive, MT stabilize HCS 6.1, T cell HTS inactive, Hep lipid drop 28, West Nile antiviral -0.3%, WT yeast gro inh -4, Autophagy HCS inactive, Insulin prom up 1, WT yeast gro inh mutant strain -3, Insulin prom up cell count 1324, Hep lipid drop cells 6.5 µM 765, T cell HTS vesicle-bound % 58, MT stabilize HCS Hoechst-high % 4.1, MT stabilize HCS cytotoxicity % 11, Autophagy HCS cell loss 18 h 40 and Myeloid diff MLP GFP+ MAC1+ % 1.4.
COc1ccc(Nc2nc(NC(C)(C)C)nc(N3CCCC3)n2)c(OC)c1 was read as Myeloid diff MLP inactive, MT stabilize HCS 2.4, T cell HTS inactive, West Nile antiviral 1.3%, WT yeast gro inh 84*, Autophagy HCS inactive, Insulin prom up -0.03, WT yeast gro inh mutant strain 68*, Insulin prom up cell count 1005, T cell HTS vesicle-bound % 38, MT stabilize HCS Hoechst-high % 2.5, MT stabilize HCS cytotoxicity % 7.9, Autophagy HCS cell loss 18 h 5 and Myeloid diff MLP GFP+ MAC1+ % 5.8.
For COc1ccc(NC(=O)Cn2nnc3sc4c(c3c2=O)CC(C)(C)OC4)cc1 the results were Myeloid diff MLP inactive, T cell HTS inactive, b-catenin transl -1.1, Hep lipid drop -14, West Nile antiviral -0.2%, Insulin prom up 0.01, Insulin prom up cell count 1146, Hep lipid drop cells 6.5 µM 670, b-catenin transl cell count 5 µM 1344, T cell HTS vesicle-bound % 26 and Myeloid diff MLP GFP+ MAC1+ % 1.0.
`CC1(C(=O)O)CCC(C(=O)NNC(=O)c2ccccc2O)C1(C)C` (stereo unspecified) gave Myeloid diff MLP inactive, T cell HTS inactive, Hep lipid drop -5, West Nile antiviral -0.6%, Hep lipid drop cells 6.5 µM 804, T cell HTS vesicle-bound % 31 and Myeloid diff MLP GFP+ MAC1+ % 0.8.
Screening Cc1ccc(NC(=O)CSc2nc3c(c(=O)[nH]2)CCCC3)cc1C returned Myeloid diff MLP inactive, T cell HTS inactive, Hep lipid drop -9, West Nile antiviral -0.3%, Hep lipid drop cells 6.5 µM 681, T cell HTS vesicle-bound % 25 and Myeloid diff MLP GFP+ MAC1+ % 2.7.
FC(F)(F)c1nnc2ccc(Cl)nn12 was read as Myeloid diff MLP inactive, MT stabilize HCS 3.1, T cell HTS inactive, b-catenin transl 1.9, Hep lipid drop 0, West Nile antiviral 1.9%, WT yeast gro inh -3, Autophagy HCS inactive, Insulin prom up -0.33, WT yeast gro inh mutant strain -22, Insulin prom up cell count 1375, Hep lipid drop cells 6.5 µM 782, b-catenin transl cell count 5 µM 1025, T cell HTS vesicle-bound % 37, MT stabilize HCS Hoechst-high % 1.8, MT stabilize HCS cytotoxicity % 8.2, Autophagy HCS cell loss 18 h -2 and Myeloid diff MLP GFP+ MAC1+ % 0.7.
`Cc1cc(C)cc(C(=O)NCC(=O)OCC(=O)Nc2cccnc2Cl)c1` gave Myeloid diff MLP inactive, MT stabilize HCS 5.2, T cell HTS inactive, b-catenin transl 2.3, Hep lipid drop -14, West Nile antiviral 0.4%, WT yeast gro inh -10, Autophagy HCS inactive, Insulin prom up 0.19, WT yeast gro inh mutant strain 1, Insulin prom up cell count 1180, Hep lipid drop cells 6.5 µM 692, b-catenin transl cell count 5 µM 1018, T cell HTS vesicle-bound % 26, MT stabilize HCS Hoechst-high % 2.7, MT stabilize HCS cytotoxicity % 5.4, Autophagy HCS cell loss 18 h 0 and Myeloid diff MLP GFP+ MAC1+ % 0.3.
For NNC(=O)c1n[nH]c(=O)c2ccccc12 the results were Myeloid diff MLP inactive, T cell HTS inactive, b-catenin transl -0.2, Hep lipid drop -9, West Nile antiviral 0.1%, Insulin prom up -0.09, Insulin prom up cell count 1006, Hep lipid drop cells 6.5 µM 736, b-catenin transl cell count 5 µM 1272, T cell HTS vesicle-bound % 49 and Myeloid diff MLP GFP+ MAC1+ % 0.3.
`CCC(CC)NC(=O)Nc1ccccc1C` gave Myeloid diff MLP inactive, MT stabilize HCS 1.6, T cell HTS inactive, b-catenin transl 0.6, Hep lipid drop -7, West Nile antiviral 0.5%, WT yeast gro inh 0, Autophagy HCS inactive, Insulin prom up -0.89, WT yeast gro inh mutant strain -1, Insulin prom up cell count 1457, Hep lipid drop cells 6.5 µM 628, b-catenin transl cell count 5 µM 1475, T cell HTS vesicle-bound % 51, MT stabilize HCS Hoechst-high % 2.4, MT stabilize HCS cytotoxicity % 7.6, Autophagy HCS cell loss 18 h 9 and Myeloid diff MLP GFP+ MAC1+ % 0.3.
For COC(=O)c1c(NC(=O)c2ccco2)sc2c1C(C(=O)OC)CC2 (stereo unspecified) the results were Myeloid diff MLP inactive, MT stabilize HCS 1.8, T cell HTS inactive, b-catenin transl -7.3, West Nile antiviral 0.9%, WT yeast gro inh 10, Autophagy HCS inactive, Insulin prom up -1.1, WT yeast gro inh mutant strain 8, Insulin prom up cell count 1164, b-catenin transl cell count 5 µM 1000, T cell HTS vesicle-bound % 8, MT stabilize HCS Hoechst-high % 1.4, MT stabilize HCS cytotoxicity % 6.9, Autophagy HCS cell loss 18 h 11 and Myeloid diff MLP GFP+ MAC1+ % 0.8.
`CCc1nn(CCCC(=O)Nc2ccc(C)c(C)c2)c(=O)c2cc3occc3n12` gave Myeloid diff MLP inactive, T cell HTS inactive, Hep lipid drop -6, West Nile antiviral -0.4%, Hep lipid drop cells 6.5 µM 672, T cell HTS vesicle-bound % 33 and Myeloid diff MLP GFP+ MAC1+ % 0.5.
Screening COc1ccc(S(=O)(=O)N(C)CC(=O)Nc2ccc3c(c2)OCCO3)cc1OC returned Myeloid diff MLP inactive, MT stabilize HCS 3.7, T cell HTS inactive, Hep lipid drop -16, West Nile antiviral 0.1%, WT yeast gro inh -5, Autophagy HCS inactive, Insulin prom up -0.22, WT yeast gro inh mutant strain -4, Insulin prom up cell count 1333, Hep lipid drop cells 6.5 µM 734, T cell HTS vesicle-bound % 40, MT stabilize HCS Hoechst-high % 3.1, MT stabilize HCS cytotoxicity % 5.1, Autophagy HCS cell loss 18 h -9 and Myeloid diff MLP GFP+ MAC1+ % 0.5.
`CC(=O)c1cccc(NC(=S)NCCc2ccc(F)cc2)c1` gave Myeloid diff MLP inactive, MT stabilize HCS 1.1, T cell HTS inactive, b-catenin transl 1.8, Hep lipid drop -1, West Nile antiviral -1.3%, WT yeast gro inh 20, Autophagy HCS inactive, Insulin prom up -1.1, WT yeast gro inh mutant strain 26, Insulin prom up cell count 1464, Hep lipid drop cells 6.5 µM 638, b-catenin transl cell count 5 µM 1097, T cell HTS vesicle-bound % 30, MT stabilize HCS Hoechst-high % 1.5, MT stabilize HCS cytotoxicity % 2.0, Autophagy HCS cell loss 18 h -14 and Myeloid diff MLP GFP+ MAC1+ % 0.0.
For Cc1oc(-c2ccccc2F)nc1CN1CCC(C(=O)NCCC2=CCCCC2)CC1 the results were Myeloid diff MLP inactive, MT stabilize HCS 4.7, T cell HTS inactive, b-catenin transl 1.5, West Nile antiviral -1.6%, WT yeast gro inh 98*, Autophagy HCS inactive, Insulin prom up -1, WT yeast gro inh mutant strain -7.2*, Insulin prom up cell count 1046, b-catenin transl cell count 5 µM 1395, T cell HTS vesicle-bound % 37, MT stabilize HCS Hoechst-high % 2.8, MT stabilize HCS cytotoxicity % 7.2, Autophagy HCS cell loss 18 h 13 and Myeloid diff MLP GFP+ MAC1+ % 0.7.
For CCCNCC1COc2ccccc2O1 (stereo unspecified) the results were MT stabilize HCS 3.2, T cell HTS inactive, Hep lipid drop 17, West Nile antiviral 0.2%, WT yeast gro inh -7, Autophagy HCS inactive, WT yeast gro inh mutant strain -2, Hep lipid drop cells 6.5 µM 842, T cell HTS vesicle-bound % 49, MT stabilize HCS Hoechst-high % 3.1, MT stabilize HCS cytotoxicity % 7.2 and Autophagy HCS cell loss 18 h 1.
